PLK1 PBD block: inhibitors of human PLK1 polo-box domain binding; 2.8% of 360,000 active; AID 720504; Plk1 PBD binding of FITC phosphopeptide, fluorescence polarization; P53350; Potency, µM, for the others: max response, negative = inhibition, hits mostly inhibitors; note: potency is the fitted concentration of half-maximal effect; series mostly up to about 57 µM; % is set by controls: 0 for no effect and ±100 for the full control effect; nearly all actives have a fitted effect of over 65% in size
Abeta rescue: A-beta toxicity reversal in yeast; Potency, µM (doses to about 46.1 µM), without a hit: at the highest dose growth rescue, hits mostly activators; yeast expressing A-beta42, growth rescue, OD600, 48 h; response scale: 0% DMSO, 100% iron-clioquinol control; AID 1347071; 0.063% of 410,000 active; note: potency is the fitted concentration of half-maximal effect; nearly all actives have a fitted effect of over 55% in size
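Growth rescue measured by 600 nm absorbance after 48 h yeast culture at 30 C with compound. Values normalized between DMSO and an equimolar ferric chloride plus clioquinol control.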
PI5P4K alpha inh: blocks human PI5P4K alpha kinase activity; P48426; PI5P4Kalpha enzyme, ADP-Glo luminescence, 60 min; hits give low values; max response, %; 1.2% of 330,000 active; AID 652105; active = max response of -50% or lower; inconclusive = between -30% and -50%; inactive = -30% or higher; note: value at the top dose of about 77 µM; % is set by controls: 0 for no effect and ±100 for the full control effect
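ADP-Glo luminescence end-point read after a 60 min room-temperature kinase reaction of PI5P4Kalpha plus substrate, initiated with ATP at 5 microM final. Buffer: 0.038 M HEPES pH 7.4, EGTA, 0.1% CHAPS, 5% DMSO.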
FUS yeast rescue: rescues growth of FUS-expressing yeast; S. cerevisiae FUS-expressing, growth rescue, OD600, 24 h; Potency, µM (titrated, usually from 76.6 µM), for the others: at the highest dose growth rescue (activation), most hits filed as activators; 0.24% of 390,000 active;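 note: potency is the fitted concentration of half-maximal effect; plate controls were DMSO vehicle for no effect and reference control for full effect; nearly all actives have a fitted effect of over 55% in size; some results filed as inactive show a strong effect at the top dose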
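Quantitative HTS measuring growth restoration of FUS-toxic yeast. Galactose-induced cells (OD 0.005) were exposed 24hr at 30C to compounds at several concentrations, then absorbance at 600 nm was recorded.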
WRN inhibitor: inhibitors of human WRN helicase; Potency, µM (doses to about 114 µM), for inactives: at the top dose activity change, negative = inhibition, most hits filed as inhibitors; WRN helicase unwinding, fluorescent forked duplex, kinetic; 0.46% of 360,000 active; Q14191; note: potency is the fitted concentration of half-maximal effect; % is set by controls: 0 for no effect and ±100 for the full control effect; nearly all actives have a fitted effect of over 55% in size
Target sequence (Q14191 whole entry, looked up): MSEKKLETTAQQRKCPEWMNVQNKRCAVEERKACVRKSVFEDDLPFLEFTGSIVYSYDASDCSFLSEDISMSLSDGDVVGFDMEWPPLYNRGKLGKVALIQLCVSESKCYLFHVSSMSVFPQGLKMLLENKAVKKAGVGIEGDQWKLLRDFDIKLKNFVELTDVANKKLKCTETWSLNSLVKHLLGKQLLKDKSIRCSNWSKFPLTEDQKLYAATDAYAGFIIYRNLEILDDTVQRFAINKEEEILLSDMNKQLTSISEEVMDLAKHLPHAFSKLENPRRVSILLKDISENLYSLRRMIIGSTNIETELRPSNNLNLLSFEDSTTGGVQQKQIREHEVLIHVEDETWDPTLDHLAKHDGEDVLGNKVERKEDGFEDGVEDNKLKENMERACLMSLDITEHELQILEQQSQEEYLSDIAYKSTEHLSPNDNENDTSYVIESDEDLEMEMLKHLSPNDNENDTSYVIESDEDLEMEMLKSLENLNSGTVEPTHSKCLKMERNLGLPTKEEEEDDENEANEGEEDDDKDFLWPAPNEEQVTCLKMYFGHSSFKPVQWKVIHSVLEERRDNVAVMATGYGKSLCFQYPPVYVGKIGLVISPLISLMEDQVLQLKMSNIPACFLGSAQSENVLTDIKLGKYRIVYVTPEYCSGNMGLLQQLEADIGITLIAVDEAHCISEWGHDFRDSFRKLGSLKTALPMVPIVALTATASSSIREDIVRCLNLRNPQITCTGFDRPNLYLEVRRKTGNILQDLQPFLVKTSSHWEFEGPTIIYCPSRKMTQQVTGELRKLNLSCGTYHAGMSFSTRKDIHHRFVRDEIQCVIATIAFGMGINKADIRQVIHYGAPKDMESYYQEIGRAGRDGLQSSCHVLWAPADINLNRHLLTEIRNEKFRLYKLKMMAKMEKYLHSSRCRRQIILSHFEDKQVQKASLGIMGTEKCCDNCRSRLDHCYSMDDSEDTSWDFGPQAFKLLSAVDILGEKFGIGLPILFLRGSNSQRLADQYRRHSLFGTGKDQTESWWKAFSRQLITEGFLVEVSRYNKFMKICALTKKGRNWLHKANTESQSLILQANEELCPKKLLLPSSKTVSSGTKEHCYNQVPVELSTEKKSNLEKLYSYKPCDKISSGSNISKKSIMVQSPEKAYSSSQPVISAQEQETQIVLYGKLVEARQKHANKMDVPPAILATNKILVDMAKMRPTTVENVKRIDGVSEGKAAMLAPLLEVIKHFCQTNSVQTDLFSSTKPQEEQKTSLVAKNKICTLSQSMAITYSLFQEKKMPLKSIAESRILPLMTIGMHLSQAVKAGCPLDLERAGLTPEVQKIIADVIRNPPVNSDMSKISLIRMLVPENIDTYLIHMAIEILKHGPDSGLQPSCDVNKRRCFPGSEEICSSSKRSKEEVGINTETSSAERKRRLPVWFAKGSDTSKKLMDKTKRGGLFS
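WRN at 20 nM final preincubated with compound 15 min at room temperature; reaction started with 100 nM fluorophore/quencher forked duplex oligonucleotide and 2 mM ATP final. Unwinding followed kinetically by red fluorescence (ex 525, em 598 nm).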
aSyn rescue: rescues yeast growth from alpha-synuclein toxicity; Yeast expressing alpha-synuclein, growth rescue, BacTiter-Glo, 24 h; 0.14% of 370,000 active; AID 652106; Potency, µM (series often up to 46.1 µM), inactives show at the highest dose growth rescue (activation), most hits filed as activators; note: potency is the fitted concentration of half-maximal effect; % of control where 0% means no effect; nearly all actives have a fitted effect of over 65% in size
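Rescue of yeast growth: cells expressing toxic alpha-synuclein, induced in galactose at OD600 0.02, incubated with compound 24 h at 30 C. ATP luminescence quantified growth; inhibitors of toxicity appear as activators.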
IL-2 act: activates IL-2 in a cell-based reporter assay; IL-2 activation reporter assay, cell-based qHTS; stimulated with anti-CD3/CD4/CD28 beads; in transgenic mouse T cells; activation, % (series mostly up to about 46 µM); 0.065% of 360,000 active; in the data active = activation above about 50%; inconclusive = mostly about 30% to 49%; note: 0% is about no effect
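Unstimulated transgenic mouse T cells; 60-min compound exposure; bead-based TCR/CD4/CD28 stimulation; 18 h culture, 37 degrees C; dual fluorescence (EGFP, DsRed) plate cytometry.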
EPAC1 agonist: activates human EPAC1 exchange factor; O95398; EPAC1 agonist qHTS, biochemical assay; response scale: 100% = response to 6.5 mM cAMP; Potency, µM (titrated, usually from 154 µM), for the others: at the top dose activation, most hits filed as activators; 0.073% of 360,000 active; note: potency is the fitted concentration of half-maximal effect; nearly all actives have a fitted effect of over 60% in size
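EPAC1 100 nM, Rap1B–BODIPY-GDP 250 nM, unlabeled GDP 50 uM; compound titration; 5 min RT; kinetic read ex480/em540 at 5-min intervals ×30 min; data normalized to 6.5 mM cAMP agonist control.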
EPAC1 antagonist: EPAC1 (human) antagonism. EPAC1 GEF assay, Rap1b-BODIPY-GDP exchange fluorescence. 0.14% of 360,000 active. AID 720709. O95398. Potency, µM (series often up to 115 µM), without a hit: top-dose activity change, negative = inhibition, hits mostly inhibitors;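 note: potency is the fitted concentration of half-maximal effect; plate controls were vehicle for no effect and positive control for full effect; nearly all actives have a fitted effect of over 50% in size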
* hit, by the source's call; ? = inconclusive; nt = no result given; & = joins results of further samples; [ ] = another dose, or the depositor's remark. Unless noted, calls come from the whole dose curve; as a rule, active = well fitted curve in the direction sought with a large enough effect; inconclusive = small, poorly fitted or top-dose-only effect, or another doubt; inactive = no such curve, though single readings can be large; an effect the other way counts as inactive or inconclusive.

Sequence of screens – PLK1 PBD block, Abeta rescue, PI5P4K alpha inh, FUS yeast rescue, WRN inhibitor, aSyn rescue, IL-2 act, EPAC1 agonist, EPAC1 antagonist
> Cc1ccc(S(=O)(=O)c2nc(S(C)(=O)=O)sc2N2CCCC2)cc1
  -2%, 10%, 5, 0%, 7%, 2%, 0.4, 8%, 14%
> COc1cc(C2C(C(=O)c3ccc(C)o3)=C(O)C(=O)N2Cc2ccccc2)ccc1O (stereo not drawn)
  -9%, 2%, -3, 42%, 0%, -6%, 1.3, 13%, -18%
> CC(C)=CC(=O)OCC(=O)Nc1ccc(F)cc1Cl
  -8%, -5%, 10, 21%, -6%, 1%, -0.1, 4%, -6%
> CCOC(=O)c1oc2c(CN3CCCCC3C)c(O)ccc2c(=O)c1-c1ccc(OC)c(OC)c1 (stereo not drawn)
  -10%, 0%, nt, 24%, 1%, 2%, -0.3, 15%, 5%
> COc1ccc(NC(=O)Cn2nc(Cc3cccnc3)c3ccccc3c2=O)cc1OC
  -10%, 5%, -3, -18%, 0%, -3%, -3.3, 9%, -11%
> CCc1n[nH]c(=S)n1/N=C/c1cccc2ccccc12
  -21%, 6%, 1, 5%, -15%, 5%, -0.9, -3%, 3%
> O=C(c1ccccc1)N1N=C(C(F)(F)F)CC1(O)c1ccc(F)cc1 (stereo not drawn)
  -17%, 12%, -1, 4%, -24%, 8%, 0.7, -2%, -8%
> O=C(Nc1ccc(S(=O)(=O)N2CCCCC2)cc1)c1ccc(=O)[nH]c1
  -16%, 2%, -20, 11%, 5%, -13%, 1.0, 4%, -6%
> CCN(CC)CCCN(C(=O)c1ccco1)c1nc(-c2ccc(C)cc2)cs1
  7%, 1%, -1, 24%, 13%, -12%, -0.9, 13%, -4%
> O=c1oc2ccccc2c(O)c1CN1CCCCC1
  0%, -5%, 0, 16%, -8%, nt, -1.3, 0%, 6%
> CC(=O)C1=C(C)NC(=O)NC1c1ccc(Cl)cc1 (stereo not drawn)
  -8%, -6%, -7, -1%, 8%, -1%, -1.7, 7%, 3%
> O/N=C(\c1ccccc1)c1nccc2ccccc12
  2%, nt, -1, 4%, -24%, 2%, -0.5, 12%, -12%
> CC1(C)CC(=O)C=C(NCCCN2CCCC2=O)C1
  0%, 0%, 0, -7%, -7%, 7%, 0.0, 9%, -8%
> COCCn1c(=S)[nH]c2ccccc21
  -13%, -7%, 1, -4%, 1%, 0%, 0.9, -6%, 1%
> N#C/C(=C\c1cn(-c2ccccc2)nc1-c1ccccc1)S(=O)(=O)c1ccccc1
  -13%, -9%, 0, nt, 6%, -7%, 2.6, 1%, -16%
> Cc1ccc(NC(=O)Cc2nnc(SCC(=O)c3ccc(Br)cc3)n2C)cc1
  -4%, 7%, nt, 45%, -18%, -9%, 0.8, -5%, 14%
> CCOC(=O)C1=C(O)/C(=C/c2ccc(-c3ccccc3C(=O)O)o2)SC1=Nc1ccc(C)cc1
  ?, -90%[inhibitor], -99*, 20%, ?, ?, -0.3, -12%, ?
> CSc1nsc(SCC(=O)N2CCN(c3ccccc3)CC2)n1
  -3%, -1%, 1, 5%, -8%, 2%, 0.0, -8%, 13%
> Cc1ccc(-c2csc(N3CCC[C@@H]3C(=O)NCCn3c(-c4ccncc4)nc4ccccc43)n2)cc1
  -20%, -8%, 0, ?, 9%, 1%, -0.6, -7%, -4%
> Cc1ccccc1CSc1nnc(C)c(=O)[nH]1
  2%, -3%, 2, 8%, 3%, 5%, -2.4, -6%, 6%

Of the compounds above, these have two or more sulfur atoms.
Sequence of screens – PLK1 PBD block, Abeta rescue, PI5P4K alpha inh, FUS yeast rescue, WRN inhibitor, aSyn rescue, IL-2 act, EPAC1 agonist, EPAC1 antagonist
> Cc1ccc(S(=O)(=O)c2nc(S(C)(=O)=O)sc2N2CCCC2)cc1
  -2%, 10%, 5, 0%, 7%, 2%, 0.4, 8%, 14%
> CSc1nsc(SCC(=O)N2CCN(c3ccccc3)CC2)n1
  -3%, -1%, 1, 5%, -8%, 2%, 0.0, -8%, 13%

Reformatted: entries from further up.
| molecule | PLK1 PBD block | Abeta rescue | PI5P4K alpha inh | FUS yeast rescue | WRN inhibitor | aSyn rescue | IL-2 act | EPAC1 agonist | EPAC1 antagonist |
| --- | --- | --- | --- | --- | --- | --- | --- | --- | --- |
| CC(C)=CC(=O)OCC(=O)Nc1ccc(F)cc1Cl | -8% | -5% | 10 | 21% | -6% | 1% | -0.1 | 4% | -6% |
| CCOC(=O)c1oc2c(CN3CCCCC3C)c(O)ccc2c(=O)c1-c1ccc(OC)c(OC)c1 (stereo not drawn) | -10% | 0% | nt | 24% | 1% | 2% | -0.3 | 15% | 5% |

Carrying on:
Sequence of screens – PLK1 PBD block, Abeta rescue, PI5P4K alpha inh, FUS yeast rescue, WRN inhibitor, aSyn rescue, IL-2 act, EPAC1 agonist, EPAC1 antagonist
> COc1ccc(OC)c(CN2CCN(C(=O)[C@@H](NC(=O)c3cccc(C)c3)C(C)C)CC2)c1
  -4%, -14%, 0, nt, 2%, -3%, -3.2, 12%, 7%
> CCOC(=O)C1(C)CCCN1C(=O)c1cccc2ccccc12 (stereo not drawn)
  -2%, 12%, -8, -18%, 5%, -7%, -0.8, -13%, 3%
> CCOc1ccc(S(=O)(=O)N2CCN(C(=O)c3cc([N+](=O)[O-])ccc3N3CCOCC3)CC2)cc1
  -18%, 18%, -3, -10%, 5%, -11%, 0.8, -1%, 3%
> C=CCC[C@H](Cc1ccc(F)cc1)C(=O)OC[C@H](C)NC(=O)[C@H](CC=C)CC(=O)NCCO
  0%, -4%, -1, 4%, 1%, 2%, 2.4, -13%, 6%
> NS(=O)(=O)c1ccc(CCNC(=O)c2cnc(Cl)c(Cl)c2)cc1
  -10%, -12%, -16, 25%, -6%, -7%, 0.6, 9%, 12%
> Cc1ccc(N2C(=N)SCC2=O)cc1Cl
  -9%, 2%, -9, 0%, -33%[57.1 µM], 15%, 0.8, 10%, 18%
> O=C(c1ccc2c(c1)OCO2)c1ccc[nH]1
  3%, 9%, 3, -10%, 2%, 13%, -0.2, 4%, 19%
> CN(CC(=O)NC1CC(C)(C)NC(C)(C)C1)S(=O)(=O)c1ccc(Br)cc1
  -2%, -10%, 3, -4%, -2%, 2%, 0.6, 12%, 6%
> CSc1ccccc1NC(=O)CCc1ccccc1
  3%, 14%, -5, 8%, 1%, 13%, 0.3, -2%, 8%
> O=C(NC1CCCC1)c1cccnc1N1CCCCCC1
  -2%, 13%, nt, 0%, 3%, -8%, -1.0, -2%, 10%
> COc1ccc(-c2csc(C)n2)cc1Br
  -11%, -1%, -7, -19%, -1%, 1%, -2.2, -6%, 3%
> Cc1c(N=C2Nc3cccc4cccc2c34)c(=O)n(-c2ccccc2)n1C
  80%&-6%[activator], 4%&13%, -2, 0%&-3%, -11%&-5%, 5%&-1%, 0.2&-0.7, -180%&3%[inhibitor], 116%&4%[activator]
> Cc1ccc(C)c(N2CCN(C(=O)C3CCCN(S(=O)(=O)c4c(C)noc4C)C3)CC2)c1 (stereo not drawn)
  -6%, -5%, -8, ?, -5%, -6%, 0.9, 9%, -15%
> CCCCCCSc1ccc([C@H]2N[C@@](Cc3ccccc3)(C(=O)OC)[C@H]3C(=O)N(C)C(=O)[C@@H]23)cc1OC
  -6%, 5%, 6, 37%, -4%, 9%, -2.0, -12%, -4%
> COc1cc2c(cc1OC)CN(C(=O)CN1CCN(S(=O)(=O)c3ccccc3)CC1)CC2
  3%, 12%, 0, 19%, -3%, 1%, -2.2, -5%, 4%
> Cn1c2c(c(=O)n(C)c1=O)NC1(N2)C(=O)Nc2ccccc21 (stereo not drawn)
  -14%, 2%, 4, -31%, -4%, 1%, -0.7, 8%, 5%
> O=C(CC12CC3CC(CC(Br)(C3)C1)C2)OCCN1CCCCC1
  0%, -2%, 11, 13%, -4%, -2%, -0.4, -5%, 5%
> OCCSc1nc(N2CCOCC2)nc(N2CCOCC2)n1
  0%, -13%, 7, -1%, -3%, -1%, -1.0, -2%, 8%
> COc1ccc(C(=O)NCC(c2cccs2)N2CCc3ccccc32)c(OC)c1 (stereo not drawn)
  6%, 8%, -3, -11%, -1%, 0%, -5.8, 5%, -2%
> O=Cc1c(Cl)nc2ccccn2c1=O
  ?, -43%[inhibitor], 5, 24%, -2%, 22%, -0.8, 8%, -5%
> O=C(C[n+]1ccn(-c2ccccc2)c1)c1ccc([N+](=O)[O-])cc1
  -3%, -16%, 7, 1%, 0%, -7%, 0.3, 15%, 8%
> O=C(NC1CC1)c1ccc2sc([C@@H]3O[C@H](CO)[C@H](O)[C@H](O)[C@H]3O)nc2c1
  -7%, -17%, 0, -19%, 9%[57.1 µM], 1%, 0.4, -6%, -8%
> CCc1cc2c(=O)n(N)c(CCC(=O)O)nc2s1
  -6%, 12%, -6, nt, -29%, -3%, -4.3, 3%, 8%

Arranged by value in EPAC1 antagonist (descending): 4 from the list above.
mol	PLK1 PBD block	PI5P4K alpha inh	WRN inhibitor	IL-2 act	EPAC1 antagonist
O=C(c1ccc2c(c1)OCO2)c1ccc[nH]1	3%	3	2%	-0.2	19%
O=C(NC1CCCC1)c1cccnc1N1CCCCCC1	-2%	nt	3%	-1.0	10%
CCc1cc2c(=O)n(N)c(CCC(=O)O)nc2s1	-6%	-6	-29%	-4.3	8%
COc1ccc(C(=O)NCC(c2cccs2)N2CCc3ccccc32)c(OC)c1 (stereo not drawn)	6%	-3	-1%	-5.8	-2%

Entries shown so far with a COOH group:
Sequence of screens – PLK1 PBD block, Abeta rescue, PI5P4K alpha inh, FUS yeast rescue, WRN inhibitor, aSyn rescue, IL-2 act, EPAC1 agonist, EPAC1 antagonist
> CCOC(=O)C1=C(O)/C(=C/c2ccc(-c3ccccc3C(=O)O)o2)SC1=Nc1ccc(C)cc1
  ?, -90%[inhibitor], -99*, 20%, ?, ?, -0.3, -12%, ?
> CCc1cc2c(=O)n(N)c(CCC(=O)O)nc2s1
  -6%, 12%, -6, nt, -29%, -3%, -4.3, 3%, 8%

From PubChem BioAssay
